# Screening results (PubChem)
# HTR5A inv ag: counter-screen for OPRM1-OPRD1 inverse agonists: human HTR5A inverse agonism; P47898; 340,000 tested, 0.083% active; inhibition, % at 9.3 µM; HTR5A cell line, luminescence; in the data active = inhibition mostly above about 23%, no sharp cut-off; inactive = mostly below about 18%;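 note: 0% = cells with DMSO and 100% = no-cell wells with DMSO; some compounds called inactive have numbers as strong as hits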
# Arrestin-AP2 inh: human beta-arrestin and AP2 interaction inhibition | 340,000 tested, 0.31% active | FITC-arrestin peptide / GST-AP2 beads, flow cytometry; AP2 beta2 appendage carries R879A mutation | inhibition, % at 10 µM | AID 504490;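 active = inhibition above a set limit, near 3 SD of compounds lacking own fluorescence, cut at about 54% in these data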;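 note: plate controls were DMSO wells for no effect and 5 µM unlabelled arrestin peptide for full effect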
#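 System: GST-tagged AP2 beta2-adaptin appendage (R879A) on 4 µm glutathione beads / Reagent: FITC-arrestin peptide, 50 nM / Detection: HyperCyt-sampled flow cytometry, FL1 channel, ex 488/em 535 nm / Timing: 12 min plus 1 h, RT / Buffer or medium: PBS plus Tween 20 (0.05%) and BSA (0.1%)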
# OPRM1-OPRD1 ag: agonists of human mu-delta opioid receptor heterodimerization. P35372+P41143. cells, OPRM1-OPRD1 heterodimerization, luminescence. activation, % at 9.3 µM. 340,000 tested, 0.3% active; in the data active = activation above about 18%;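 note: 0% = vehicle-treated cells and 100% = reference agonist; values of inactives mirror those of a sister screen read the other way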
# HTR5A ag: HTR5A agonism, opioid heterodimer counter-screen; HTR5A agonist assay, luminescence, cell-based; activation, % at 9.3 µM; 340,000 tested, 0.61% active; AID 504692; in the data active = activation mostly above about 9.5%, no sharp cut-off; inactive = mostly below about 7.6%;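 note: 0% = cells with vehicle only and 100% = reference agonist; strong numbers were not always called active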
# PKA-R2B activ: PKA-R2B complex activation. PKA-R2B holoenzyme dissociation, Cy5-IP20 fluorescence polarization; R2B truncated from residue 108, S112A mutant; 0% DMSO only, 100% 113 µM cGMP. 340,000 tested, 0.079% active. AID 504700. activation, % at 11.4 µM. P22694+P31323;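 active = activation above a cutoff set at the mean over all compounds plus 3 SD, cut at about 18% in these data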;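 note: higher means more holoenzyme dissociation and a rise in polarization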
# PKA-R1A activ: PKA-R1A complex activation; P00514+P68181; PKA-R1A dissociation, Cy5-IP20 fluorescence polarization; scaled: DMSO 0%, 113 µM cGMP 100%; activation, % at 11.4 µM; 340,000 tested, 0.083% active; AID 504707;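 active = percent activation above the mean of all tested compounds plus 3 SD, cut at about 19% in these data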;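 note: higher means more PKAc released from R1A so a rise in polarization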
# V-ATPase pH: regulators of yeast V-ATPase proton transport; S. cerevisiae, pHLuorin cytosolic pH fluorescence; response, % at 10 µM; 350,000 tested, 0.37% active; in the data active = response mostly above about 7.3%, no sharp cut-off; inactive = mostly below about 5.4%; note: actives read high; inactives centre near 0; some compounds called inactive have numbers as strong as hits; reference of the scale not given here
# DSG3 Ab inh: human desmoglein-3 autoantibody binding inhibition. P32926. DSG3-coupled beads, scFv-anti-DSG3-GFP binding, flow cytometry; stronger effect = lower value. binding (percent of control), % at 10 µM. 310,000 tested, 0.48% active;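 active = binding more than 3 SD below its plate's average and above zero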;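 note: hits lower antibody fragment binding to DSG3; some compounds called inactive have numbers as strong as hits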
# Target sequence (P32926 whole entry, looked up, the tested form may be a part): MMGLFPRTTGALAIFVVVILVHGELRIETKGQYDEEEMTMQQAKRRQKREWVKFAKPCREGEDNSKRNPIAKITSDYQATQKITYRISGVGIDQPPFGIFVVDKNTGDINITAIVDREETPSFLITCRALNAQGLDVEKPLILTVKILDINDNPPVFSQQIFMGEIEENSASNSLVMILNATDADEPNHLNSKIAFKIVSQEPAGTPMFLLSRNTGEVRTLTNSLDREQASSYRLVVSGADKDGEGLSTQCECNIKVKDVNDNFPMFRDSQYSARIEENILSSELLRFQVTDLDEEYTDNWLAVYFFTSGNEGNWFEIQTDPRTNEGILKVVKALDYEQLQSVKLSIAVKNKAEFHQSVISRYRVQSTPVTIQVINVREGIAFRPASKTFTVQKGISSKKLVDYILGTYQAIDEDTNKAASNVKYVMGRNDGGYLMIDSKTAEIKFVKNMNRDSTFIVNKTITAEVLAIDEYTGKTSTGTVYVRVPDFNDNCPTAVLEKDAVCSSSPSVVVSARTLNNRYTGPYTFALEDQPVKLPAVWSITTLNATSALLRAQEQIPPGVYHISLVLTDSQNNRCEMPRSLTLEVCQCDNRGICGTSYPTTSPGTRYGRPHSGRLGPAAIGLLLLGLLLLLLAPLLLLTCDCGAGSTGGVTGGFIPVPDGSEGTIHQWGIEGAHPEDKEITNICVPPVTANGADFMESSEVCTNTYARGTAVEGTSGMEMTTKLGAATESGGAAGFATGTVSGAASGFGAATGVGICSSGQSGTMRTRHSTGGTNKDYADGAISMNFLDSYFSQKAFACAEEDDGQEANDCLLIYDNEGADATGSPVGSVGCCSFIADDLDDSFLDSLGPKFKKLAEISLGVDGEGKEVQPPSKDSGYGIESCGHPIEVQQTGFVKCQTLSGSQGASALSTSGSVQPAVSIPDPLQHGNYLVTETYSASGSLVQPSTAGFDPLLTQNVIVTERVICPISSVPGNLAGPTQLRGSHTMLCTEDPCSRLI
# OPRM1-OPRD1 inv: inverse agonists of human mu-delta opioid receptor heterodimerization. cell-based MOR-DOR heterodimer luminescence, inverse agonism. inhibition, % at 9.3 µM. AID 504357. 340,000 tested, 0.21% active; in the data active = inhibition above about 22%, passing the limit was not always enough;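 note: 0% = cells with DMSO and 100% = wells without cells with DMSO; values of inactives mirror those of a sister screen read the other way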
# DAGLB inh: diacylglycerol lipase beta (human) inhibition. Q8NCG7. inhibition, % at 5.17 µM. HEK293T DAGLB membrane lysate, EnzChek fluorogenic substrate. 340,000 tested, 0.059% active; in the data active = inhibition above about 34%;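 note: 0% = enzyme with vehicle and 100% = wells lacking enzyme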
# * marks the source's active call; other numbers are inactive results; x = no result given. The list is partial, so the mix of outcomes need not match the whole.
SMILES,HTR5A inv ag,Arrestin-AP2 inh,OPRM1-OPRD1 ag,HTR5A ag,PKA-R2B activ,PKA-R1A activ,V-ATPase pH,DSG3 Ab inh,OPRM1-OPRD1 inv,DAGLB inh
NC(N)=N/N=C/c1cn(-c2ccccc2)nc1-c1cccs1,-21,-3,8.8,8,-8,-8,3,111,-41,4
CSc1nnc([C@@H](N)Cc2c[nH]c3ccccc23)o1,3,8,-0.8,-1,-10,-7,2,94,4,1
Cc1ccc(N2C(=O)NC(=O)C3(Cc4ccccc4N4CCCC43)C2=O)cc1 (configuration not stated),-10,-5,-0.2,4,1,-6,-1,89,1,3
CC(C)OP(=O)(OC(C)C)C(O)c1cccnc1 (configuration not stated),-5,-4,-2.9,0,-6,2,-3,110,16,-1
CCC(=O)N1CC(=O)Nc2ccc(Br)cc2C1c1ccccc1 (configuration not stated),3,6,1.3,-1,-3,-30,6,88,-9,0
C#C[C@@]1(O)CCC2C3CCC4=C/C(=N/OCC(=O)NC(CCC(N)=O)C(=O)O)CC[C@]4(C)C3CC[C@@]21C (some centres not stated),1,-4,-2.5,0,4,-6,-1,121,11,-3
CCc1c(C)nc(N)nc1N1N=C1SCC(=O)OC,1,9,-1.1,0,11,-5,-2,100,5,1
Cc1ccc(NP(=O)(Nc2ccc(C)cc2)Oc2ccccc2)cc1,6,-2,0.2,-2,-11,-2,-3,103,-1,-9
Cc1[nH]c2ccccc2c1C1=CCNCC1,0,-9,-0.8,-4,0,-7,6,164,4,0
CN(C)CCN=Cc1c(O)n(Cc2ccc3c(c2)OCO3)c(=S)[nH]c1=O,11,-3,-1.0,1,-5,-13,-1,x,5,4
O=C(Cc1ccc(Cl)c(Cl)c1)NCC1(N2CCOCC2)CCCCC1,2,17,-0.9,-1,-12,-14,6,103,4,1
COc1ccccc1CC1/C(=N/O)C2CCN1CC2 (configuration not stated),5,5,-1.7,6,3,-10,3,100,9,0
Cc1ccc(OCC(=O)NCCN2CCN(C(=O)COc3ccc(C)cc3)CC2)cc1,0,-3,-1.0,2,1,2,-1,101,5,-1
Cc1[nH]c2ccccc2c1CN1CCCCC1,-7,39,-2.4,2,6,-1,1,x,12,-1
COP(=O)(OC)C(NC(C)=O)C(Cl)(Cl)Cl (configuration not stated),-17,3,-1.9,6,-6,3,-4,103,10,0
CCCCn1c(N)c(C(=O)NCCN2CCOCC2)c2nc3ccccc3nc21,-1,1,-3.5,0,-6,-9,0,102,15,3
O=C(c1cc(S(=O)(=O)N2CCCCC2)ccc1F)N1CCC2(CC1)OCCO2,9,0,0.2,-4,-2,-3,0,96,-1,0
OC(CNCCc1c[nH]c2ccccc12)C(F)(F)F (configuration not stated),4,1,-3.6,-1,4,6,5,119,18,1
CNC(=O)Oc1ccc(-c2cn3cc(C)ccc3n2)cc1,-19,4,1.6,-3,-1,-8,3,94,-10,-4
CCS(=O)(=O)NCc1nnc2n1-c1ccc(Cl)cc1C(c1ccccc1)=NC2,-24,10,-3.8,2,-14,-15,-3,81,19,-2
Cn1c(O)c(/C=C/C=Nc2ccccc2)c(=O)n(C)c1=O,-20,-8,-1.7,7,-3,-8,0,103,10,-5
c1ccc(CCNCc2cccs2)cc1,-8,13,-2.7,2,0,2,-1,109,13,0
Cc1ccc(-c2nc3ccccc3c(=O)n2-c2ccccn2)cc1,1,-13,-1.4,3,-6,4,0,99,8,-2
O=c1c([N+](=O)[O-])cn(O)cc1[N+](=O)[O-],15,-5,-0.5,-4,3,-5,7,94,3,1
O=[N+]([O-])c1c2ccccc2cc2ccccc12,-12,40,0.9,3,-5,3,-3,101,-5,-6
COC(=O)c1cccc(NC(=O)N2C[C@H]3C[C@@H](C2)c2cccc(=O)n2C3)c1,15,0,-2.2,3,-1,-4,1,108,11,0
Cc1c2cnn(CC(=O)N3CCC4(CC3)OCCO4)c(=O)c2c(C)n1Cc1ccccc1,-7,-3,-3.1,3,-7,7,-1,106,15,1
CC(=O)NCC(=O)Nc1ccc(Br)cc1C(=O)c1ccccc1,5,1,-2.0,1,17,-2,-6,116,10,-2
CCOc1cc2c(cc1OCC)-n1cccc1C(c1cc(OC)ccc1F)NC2 (configuration not stated),-1,1,0.8,0,-12,-14,3,107,-4,-5
COc1cc2c(cc1OC)C(C(=O)N1CCC3(CC1)OCCO3)C(c1ccccc1F)N(C)C2=O (configuration not stated),-7,4,-2.7,1,1,-3,-3,96,16,2
Cc1oc(-c2ccccc2Cl)nc1CN1C(=O)CN=C(c2ccccc2)c2ccccc21,0,-9,1.9,0,-4,-7,-7,96,-11,-10
CSc1ccc(CN2CCN(c3ccccc3C)CC2)cc1,-9,24,8.9,8,-12,0,3,93,-44,-23
[N-]=[N+]=NCCN1CCC(O)CCC1=O (configuration not stated),-7,10,-0.1,5,2,12,26*,102,1,0
CC[C@H]1CN(C)C[C@@]2(C(=O)OC)Cc3c([nH]c4ccccc34)C(=O)C[C@@H]12,22,1,-2.2,1,-7,7,-1,100,11,-2
COC(=O)C1=C(c2ccc(F)cc2OCc2ccccc2)C[C@@H]2CC[C@H]1N2C(=O)NCc1ccc2c(c1)OCO2,-3,6,-2.7,6,-8,-3,-8,102,12,-7
Cc1ccc(N=C(N(C)C)P(=O)(N(C)C)N(C)C)cc1,2,-8,-3.0,-1,2,0,1,84,15,-1
Cc1cccc(-n2c(CN3C(=O)c4ccccc4C3=O)nc3ccccc3c2=O)n1,13,10,-0.7,-3,15,12,-4,92,4,-1
COC(=O)C1=C(c2cccc(OCc3ccccc3)c2)C[C@@H]2CC[C@H]1N2C(=O)NCc1cc(C)oc1C(F)(F)F,-2,20,2.3,1,5,-8,7,103,-13,-14
CCN1CCN(c2cn[nH]c(=O)c2Cl)CC1,-10,40,-0.9,4,3,-2,-4,100,5,-2
CCOC(=O)Cc1csc(NC(=O)c2c(O)c3ccccc3n(CCC(C)C)c2=O)n1,2,-1,-2.0,1,3,18,-2,86,10,1
CCOc1ccc(N2C(=O)/C(=C/c3ccc(C)o3)C(=O)NC2=S)cc1,9,-8,-3.6,-2,10,5,6,95,17,7
CSc1nnc(C2CCNCC2)n1C,-7,0,-1.4,4,-3,1,-2,89,9,-1
C[C@]12CCC3C(CC[C@H]4C[C@H](OC(=O)c5cccnc5)CC[C@]34C)C1CCC2=O (some centres not stated),-14,-3,1.8,3,-12,3,3,93,-9,-7
CC(Cc1ccccc1)NCc1ccccc1O (configuration not stated),-21,-14,-1.6,4,2,0,0,x,7,1
CCC(C)N1C(=O)/C(=C/c2ccc3c(c2)CCN3CCCCl)C(=O)NC1=S (configuration not stated),-45,-11,-0.5,2,-1,3,2,137,2,17
N#CC12CNCC1CN=N2 (configuration not stated),-13,-9,-1.0,3,-11,-5,-1,97,5,-1
C[C@]12CCC3C(CC[C@H]4C[C@@H](O)CC[C@]34C)C1C[C@@H](O)[C@]2(C)O (some centres not stated),10,7,-2.0,-2,0,-9,4,119,10,2
CCC(C)C1NC(=O)C(C(C)=O)=C1O (configuration not stated),-12,10,-1.1,-3,0,-15,2,104,6,-4
O=C(Nc1ccccc1)c1c(O)[nH]c(=O)[nH]c1=O,-14,5,-1.8,5,-5,6,0,106,11,1
CCN(CC)S(=O)(=O)c1cccc(N=Nc2c(O)n(CC)c(=S)n(CC)c2=O)c1,-9,-27,-0.5,3,1,-3,6,93,3,1
O=P1(Oc2ccccc2)CC=C[C@H](COCc2ccccc2)O1 (some centres not stated),13,5,-2.0,5,-1,-11,1,108,12,0
C[C@H](NC(=O)N1C[C@H]2C[C@@H](C1)c1cccc(=O)n1C2)C(=O)Nc1cccc(F)c1,11,9,-1.4,2,1,2,1,x,7,-3
N#CCCn1cc(C(=O)NCc2ccccc2)c(-c2ccc3c(c2)OCCO3)n1,11,9,-2.4,-4,-3,0,4,104,11,-3
COc1cc2c(cc1OC)C(C)NCC2 (configuration not stated),11,-12,0.4,1,-9,-2,1,107,-2,3
COc1cc2c(cc1OC)[C@H]1C(=O)c3ccc4c(c3O[C@H]1CO2)C[C@@H](C(C)(C)O)O4,11,40,0.2,-4,3,-6,2,100,-1,-2
N#Cc1c(Br)n(C2OC(CO)C(O)C2O)c2ncnc(N)c12 (configuration not stated),-310,4,-2.3,81*,-7,11,-1,89,10,-2
Fc1ccc(C2N3CCCN23)cc1 (configuration not stated),1,-15,-3.0,-2,5,6,1,x,15,1
Oc1ccccc1-[n+]1c(-c2ccccc2)cc(-c2ccccc2)cc1-c1ccccc1,-18,-2,-3.0,2,7,-5,-4,113,14,6
Cc1cc(C=O)c(C)n1C(C)C,2,2,0.3,-1,-7,-1,1,x,-2,0
COc1ccc(S(=O)(=O)N2Cc3ccccc3-n3nncc3C2)cc1,x,x,x,x,5,10,3,98,x,-1

# Other entries
SMILES,HTR5A inv ag,Arrestin-AP2 inh,OPRM1-OPRD1 ag,HTR5A ag,PKA-R2B activ,PKA-R1A activ,V-ATPase pH,DSG3 Ab inh,OPRM1-OPRD1 inv,DAGLB inh
Cc1ccccc1-n1c(O)c(C=NCCN2CCOCC2)c(=O)[nH]c1=O,-8,3,-1.0,-1,7,-7,x,100,6,4
COc1ccc(O)c(CN2CCCC(C(=O)c3ccccc3SC)C2)c1 (configuration not stated),-15,17,-2.0,-2,-5,-7,1,102,10,-4
COc1ccc(N=C(C)c2c(O)[nH]c(=O)[nH]c2=O)cc1,0,-16,-2.6,0,-2,-3,0,118,13,1
Cc1nc2c(-c3ccccc3)c(C)nn2c(C)c1CCC(=O)N1CCC2(CC1)OCCO2,-4,14,-2.3,1,2,7,3,98,12,0
Cc1ccc(OCC(=O)N2CCN(Cc3ccc([N+](=O)[O-])cc3)CC2)cc1,12,36,-1.2,2,-6,-2,-59,96,6,1
O=c1c2ccccc2nc(/C=C/c2ccccn2)n1-c1ccccc1,3,3,-3.8,6,8,-8,1,99,19,1
CCn1c(C)cc(/C=C2\C(=O)NC(=O)N(c3ccccc3C)C2=O)c1C,19,1,0.2,-7,-8,-10,2,105,-2,0
CN1C(=O)C(Cc2ccsc2)C(=O)N(C)C1=O,16,10,3.8,-2,7,-7,-3,109,-22,1

# Reprinted from above, 2 compounds:
SMILES,HTR5A inv ag,Arrestin-AP2 inh,OPRM1-OPRD1 ag,HTR5A ag,PKA-R2B activ,PKA-R1A activ,V-ATPase pH,DSG3 Ab inh,OPRM1-OPRD1 inv,DAGLB inh
O=P1(Oc2ccccc2)CC=C[C@H](COCc2ccccc2)O1 (some centres not stated),13,5,-2.0,5,-1,-11,1,108,12,0
C[C@H](NC(=O)N1C[C@H]2C[C@@H](C1)c1cccc(=O)n1C2)C(=O)Nc1cccc(F)c1,11,9,-1.4,2,1,2,1,x,7,-3
